pPAFAH FP inh: pPAFAH (human) enzyme inhibition. Q13093. recombinant pPAFAH, FP-rhodamine probe fluorescence polarization. inhibition, % at 3.39 µM. 330,000 tested, 1.5% active;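 active = inhibition above the mean inhibition across the screen plus 3 SD, cut at about 25% in these data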;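 note: inhibitors block binding of the rhodamine activity-based probe so polarization drops; 0% = enzyme with DMSO and 100% = wells lacking pPAFAH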
LYPLA2 inh: counter-screen for PME1 inhibitors: inhibitors of human LYPLA2; inhibition, % at 5.9 µM; AID 2177; O95372; recombinant LYPLA2, FP-Rh probe fluorescence polarization; 320,000 tested, 0.38% active;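 active = inhibition above the screen-wide mean plus 3 SD, limit set per campaign, cut at about 26% in these data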;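 note: 0% = LYPLA2 with DMSO and 100% = wells lacking LYPLA2 enzyme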
Target sequence (O95372 whole entry, looked up): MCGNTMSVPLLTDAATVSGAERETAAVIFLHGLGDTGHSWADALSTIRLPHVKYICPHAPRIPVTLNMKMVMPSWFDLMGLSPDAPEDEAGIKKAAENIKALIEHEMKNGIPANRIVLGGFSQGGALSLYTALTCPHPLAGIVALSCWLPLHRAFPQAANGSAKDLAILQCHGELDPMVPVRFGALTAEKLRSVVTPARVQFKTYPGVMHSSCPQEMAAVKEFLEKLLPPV
LYPLA1 inh: counter-screen for PME1 inhibitors: inhibitors of human LYPLA1; O75608; inhibition, % at 5.9 µM; 320,000 tested, 0.16% active; recombinant LYPLA1, FP-Rh probe fluorescence polarization;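 active = inhibition above the mean of all tested compounds plus 3 SD, set per campaign, cut at about 14% in these data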;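 note: inhibitors block serine hydrolase probe labeling of LYPLA1 so polarization falls; 0% = enzyme with DMSO and 100% = wells lacking LYPLA1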
PAFAH2 FP inh: inhibitors of human PAFAH2. Q99487. recombinant PAFAH2, FP-rhodamine activity probe, fluorescence polarization. inhibition, % at 3.39 µM. 340,000 tested, 0.99% active. AID 492956;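 active = inhibition above the mean over all tested compounds plus 3 SD, cut at about 30% in these data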;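 note: inhibitors block probe labeling of enzyme so polarization drops; 0% = enzyme with DMSO and 100% = wells lacking PAFAH2 protein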
PAD4 inh: PAD4 (human) enzyme inhibition. Q9UM07. recombinant PAD4, RCA probe fluorescence polarization. inhibition, % at 6.36 µM. 330,000 tested, 0.41% active;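 active = percent inhibition above a cutoff equal to the mean of all tested compounds plus 3 SD, cut at about 15% in these data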;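 note: 0% = PAD4 with RCA probe and DMSO and 100% = probe without PAD4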
PAFAH1B3 inh: inhibitors of human PAFAH1B3; Q15102; recombinant PAFAH1B3, FP-rhodamine probe, fluorescence polarization; inhibition, % at 3.39 µM; 340,000 tested, 0.28% active;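 active = inhibition above the screen-wide average of all tested compounds plus 3 SD, cut at about 25% in these data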;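 note: 0% = enzyme with DMSO only and 100% = wells lacking PAFAH1B3 protein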
PAFAH1B2 FP inh: blocks human PAF acetylhydrolase 1b catalytic subunit 2; inhibition, % at 3.39 µM; P68402; 340,000 tested, 1.2% active; recombinant PAFAH1B2, FP-rhodamine activity probe, fluorescence polarization;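 active = inhibition above the mean of all tested compounds plus 3 SD, cut at about 24% in these data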;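 note: 0% = enzyme with DMSO and 100% = wells lacking PAFAH1B2; many of its hits are not listed in these tables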
PREPL inh: inhibitors of human prolyl oligopeptidase-like enzyme PREPL; Q4J6C6; recombinant PREPL, fluorescence polarization activity-based probe; inhibition, % at 5.96 µM; 320,000 tested, 0.68% active; in the data active = inhibition above about 43%;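 note: 0% = enzyme with DMSO and 100% = wells lacking enzyme; many of its hits are not listed in these tables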
Target sequence (Q4J6C6 whole entry, looked up): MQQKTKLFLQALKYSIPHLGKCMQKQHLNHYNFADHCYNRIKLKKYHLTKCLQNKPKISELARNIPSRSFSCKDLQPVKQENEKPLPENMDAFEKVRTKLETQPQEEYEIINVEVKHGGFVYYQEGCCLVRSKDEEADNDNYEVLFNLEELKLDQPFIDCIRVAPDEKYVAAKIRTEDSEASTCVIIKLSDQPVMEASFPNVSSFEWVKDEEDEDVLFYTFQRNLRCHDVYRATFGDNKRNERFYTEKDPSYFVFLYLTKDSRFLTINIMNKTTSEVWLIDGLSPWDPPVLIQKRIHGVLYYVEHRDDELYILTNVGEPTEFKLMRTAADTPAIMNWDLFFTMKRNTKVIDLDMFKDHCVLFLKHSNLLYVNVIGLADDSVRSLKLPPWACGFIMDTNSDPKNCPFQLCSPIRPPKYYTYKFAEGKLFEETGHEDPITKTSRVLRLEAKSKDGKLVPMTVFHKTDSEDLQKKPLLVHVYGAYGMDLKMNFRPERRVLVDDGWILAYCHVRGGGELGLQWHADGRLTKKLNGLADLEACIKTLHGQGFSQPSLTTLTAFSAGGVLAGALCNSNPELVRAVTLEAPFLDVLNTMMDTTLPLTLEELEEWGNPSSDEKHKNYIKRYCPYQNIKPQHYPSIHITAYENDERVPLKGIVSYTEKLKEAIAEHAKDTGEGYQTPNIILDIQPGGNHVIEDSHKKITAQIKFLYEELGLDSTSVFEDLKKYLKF
GSTO1 counter: GSTO1 inhibition, counter-screen for RBBP9 inhibitors; P78417; recombinant GSTO1, activity-based probe fluorescence polarization; inhibition, % at 5.96 µM; 300,000 tested, 1.1% active; AID 1974;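 active = inhibition above the campaign mean inhibition plus 3 SD, cut at about 35% in these data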;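 note: 0% = GSTO1-1 with DMSO and 100% = wells lacking GSTO1-1 enzyme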
* hit, by the source's call; x = no result given.

SMILES | pPAFAH FP inh | LYPLA2 inh | LYPLA1 inh | PAFAH2 FP inh | PAD4 inh | PAFAH1B3 inh | PAFAH1B2 FP inh | PREPL inh | GSTO1 counter
Cc1cc(C)c(NC(=O)/C(=C/c2ccccc2)c2ccccc2)c(C)c1 | -1.3 | 3.8 | 2.4 | 4.4 | -4.9 | -2.2 | 1.7 | 0.4 | 0.1
COc1ccc(S(=O)(=O)N2CCCCC2)cc1NS(=O)(=O)c1ccccc1F | 7.9 | -4.4 | 1.6 | 7.2 | -2.3 | 11.3 | 6.4 | -1.2 | 17.9
CCCCCN(C(=O)CCC(=O)OCC(=O)c1ccc(F)c(F)c1)c1c(N)n(CCCC)c(=O)[nH]c1=O | 2.8 | 0.5 | 3.7 | -5.3 | 3.6 | -0.1 | -3.4 | 0.8 | -2.8
COc1ccc(Cl)cc1S(=O)(=O)N1CCC(C(=O)NCc2ccco2)CC1 | 4.2 | 5.4 | 1.7 | 11.9 | -1.2 | -4.9 | -3.1 | 24.1 | -1.6
CCOC(=O)N1CCc2c(sc3c2C(=O)NC(c2ccccc2)N3)C1 (stereo unspecified) | 3.0 | -2.8 | -6.8 | 8.6 | -8.1 | 12.2 | 4.8 | 18.1 | 1.1
CCc1ccc2ncc(S(=O)(=O)c3ccc(C)c(C)c3)c(N3CCCC3)c2c1 | -4.1 | -2.0 | -3.0 | -7.0 | 1.0 | 4.3 | -0.7 | 0.1 | -0.7
COc1cc(C(=O)Nc2ccc(S(=O)(=O)Nc3nccc(C)n3)cc2)c([N+](=O)[O-])cc1OC | 1.5 | 2.1 | -0.8 | -1.3 | -3.8 | 7.0 | 6.9 | 11.4 | 1.3
COc1ccc(OC)c(S(=O)(=O)Nc2ccccc2O)c1 | 1.9 | 0.6 | 3.0 | 0.7 | 1.6 | 0.6 | -5.6 | 8.8 | 16.4
Cn1cnc(S(=O)(=O)Nc2cc(-c3ccc(Cl)cc3)nn2C)c1 | 2.9 | -0.7 | -1.1 | x | 3.6 | x | x | 7.8 | 9.2
CC(C)/C=N/NC(=O)c1cc(Br)ccc1O | 9.1 | 0.3 | -0.3 | 0.8 | -2.1 | 3.1 | 5.0 | 7.0 | -4.3

Two entries drawn at random from those above, as already listed:
SMILES | pPAFAH FP inh | LYPLA2 inh | LYPLA1 inh | PAFAH2 FP inh | PAD4 inh | PAFAH1B3 inh | PAFAH1B2 FP inh | PREPL inh | GSTO1 counter
COc1ccc(OC)c(S(=O)(=O)Nc2ccccc2O)c1 | 1.9 | 0.6 | 3.0 | 0.7 | 1.6 | 0.6 | -5.6 | 8.8 | 16.4
CCCCCN(C(=O)CCC(=O)OCC(=O)c1ccc(F)c(F)c1)c1c(N)n(CCCC)c(=O)[nH]c1=O | 2.8 | 0.5 | 3.7 | -5.3 | 3.6 | -0.1 | -3.4 | 0.8 | -2.8

Next results
SMILES | pPAFAH FP inh | LYPLA2 inh | LYPLA1 inh | PAFAH2 FP inh | PAD4 inh | PAFAH1B3 inh | PAFAH1B2 FP inh | PREPL inh | GSTO1 counter
O=C(CN(C1CCCCC1)S(=O)(=O)c1ccc(F)cc1)NCc1ccncc1 | 7.6 | 2.0 | 4.7 | -4.0 | 5.7 | 5.8 | 2.2 | 3.9 | 3.9
O=C(Nc1cc2c3c(c1)CC(=O)N3CCC2)c1ccc(F)cc1 | 9.9 | 6.2 | 2.3 | -8.0 | 0.8 | 5.2 | 1.9 | 19.2 | -6.7
Cc1ccc(NC2=C(Cl)C(=O)N(C3CCCCC3)C2=O)cc1 | -6.8 | 2.0 | 2.4 | -2.6 | 1.2 | 6.8 | 0.5 | 6.6 | -1.1
CN(C(=O)c1ccc(NC(=O)C2CCN(C(=O)OC(C)(C)C)CC2)cc1)C1CC1 | -0.4 | x | x | 1.2 | 2.7 | 11.8 | 8.9 | 5.2 | x
CC(C)(C)c1ccc(S(=O)(=O)N2CCN(CC(O)CN3CCOCC3)CC2)cc1 (stereo unspecified) | -1.9 | x | x | 10.1 | 0.7 | 1.8 | 0.0 | -3.9 | x
CCn1cc(S(=O)(=O)Nc2ncccn2)cn1 | 2.2 | 0.2 | 2.2 | 2.2 | 1.5 | 6.5 | -2.9 | 1.1 | -16.2
O=C(COC(=O)c1ccc(O)cc1)Nc1ccc(N2CCCCC2)cc1 | 48.2* | 2.7 | 0.7 | 59.5* | 0.6 | 4.1 | 4.5 | 20.2 | 28.6
Cc1cccc(C)c1NCC(=O)N1CCN(Cc2ccccc2)CC1 | 7.0 | -4.8 | -5.2 | 10.1 | 1.5 | 5.4 | 2.8 | -4.2 | 3.1
Cc1cnc(C(=O)OCC(=O)c2ccc(Cl)cc2)cn1 | -1.4 | -2.5 | 0.2 | -1.5 | -4.5 | 7.5 | 8.9 | -3.9 | 0.6
O=C1/C(=C/c2ccc(O)cc2)SC(=S)N1Cc1cccnc1 | 2.1 | -6.1 | -2.0 | -7.5 | 3.1 | -0.1 | -2.7 | -10.8 | -4.8
CC(C)c1nc(=S)c2ccccc2[nH]1 | -1.2 | 0.2 | 0.6 | -2.0 | 2.2 | -7.2 | 1.4 | -5.4 | 5.1
CCOC(=O)N1CCN(C(=O)CCn2c(=S)[nH]c3cc(OCC)c(OCC)cc3c2=O)CC1 | 3.1 | -3.8 | -3.6 | x | -3.0 | x | x | 1.6 | -2.8
CCC(C)[C@H]1CN=C(N)N1CCCc1cc(OC)c(OC)c(OC)c1 (stereo partly specified) | 4.2 | 0.1 | 0.2 | 6.0 | 1.8 | -4.0 | 7.0 | 10.4 | -1.7
COc1ccc(CCN=C(N)C(C)c2ccccc2)cc1OC (stereo unspecified) | 3.6 | -1.8 | -0.2 | 2.7 | -0.9 | -1.4 | 0.5 | 1.0 | 1.8
CCOC(=O)C1=C(COC(=O)c2ccc([N+](=O)[O-])o2)NC(=O)NC1C (stereo unspecified) | 1.6 | 3.1 | 5.2 | 11.0 | -11.8 | 11.8 | 6.1 | 13.7 | x
CC(C)Nc1nc(-c2ccccc2)nnc1-c1ccccc1 | -2.3 | -1.2 | 5.0 | 4.5 | -8.2 | 7.8 | -2.5 | 12.0 | -0.1
Cc1ccc(C(=O)OCCc2sc[n+](Cc3ccccc3)c2C)cc1 | 5.5 | 2.1 | 2.3 | -0.9 | -0.8 | -0.5 | 0.9 | 29.4 | 3.0
COc1ccc(COC(=O)CN2C(=O)NC3(CC(C)CC(C)(C)C3)C2=O)cc1F (stereo unspecified) | -2.6 | x | x | -3.1 | -1.8 | 2.1 | 3.3 | -45.6 | x
O=C(NCCCn1ccnc1)c1cccnc1 | 2.1 | 4.3 | -0.4 | 3.4 | -3.2 | 5.8 | 1.2 | -2.4 | -0.8
COc1ccc(OC)c(CCNC(=O)CCCc2nnc3n(C)c(=O)c4sccc4n23)c1 | 7.7 | -0.1 | -1.7 | 2.1 | -1.1 | 7.1 | 5.1 | -4.9 | -2.1
CS(=O)(=O)C1=NSC2=NC(=O)/C(=C\c3ccc(OC(=O)c4ccco4)c(Br)c3)C(=N)N21 | 5.2 | -3.6 | -1.5 | -5.5 | -0.3 | 7.0 | 7.9 | 34.4 | 20.5
O=C(CSc1nccc(=O)[nH]1)NC1CCCC1 | 3.7 | -1.0 | -1.7 | 8.2 | -0.7 | 1.6 | 4.8 | 3.7 | 2.0
CC(=O)c1c(N2CCN(CCO)CC2)nc(=S)n(-c2ccccc2)c1C | 6.6 | 10.2 | -1.4 | -7.3 | 4.5 | -5.8 | 0.5 | 20.5 | 5.2
O=C(NCC(c1cccs1)N1CCOCC1)c1cc([N+](=O)[O-])cc([N+](=O)[O-])c1 (stereo unspecified) | -0.7 | 0.4 | 1.3 | 7.4 | -8.2 | 7.6 | 0.4 | 16.8 | -1.3
Cc1nnc(NCc2ccncc2)c2ccccc12 | 0.1 | -3.3 | -1.5 | -8.6 | -22.0 | 0.2 | -0.1 | -1.5 | 4.7
O=C(Nc1cccnc1)c1cc(-c2cccs2)on1 | -2.4 | 0.9 | -1.3 | 4.5 | -2.9 | 1.3 | 6.8 | 13.7 | -4.8
O=C(Nc1ccnn1C1CCN(C(=O)c2ccccc2C(F)(F)F)CC1)C1CC1 | -1.7 | -0.6 | 1.1 | -9.5 | 2.2 | -1.8 | 5.7 | 16.9 | 4.0
O=C(Nc1ccc2c(c1)C(=O)NC2=O)c1ccc2ncsc2c1 | 0.5 | -0.7 | -1.1 | -55.3 | -1.9 | -55.8 | -26.6 | 1.8 | 0.1
CSc1nc(-c2ccccc2)nc(NC(C)=O)c1C(C)=O | 0.6 | 0.2 | 0.7 | -5.8 | -3.1 | 5.5 | 5.4 | -11.6 | 1.9
Cn1cc(S(=O)(=O)N2CCN(c3ccccc3)CC2)c(=O)n(C)c1=O | -1.1 | -0.7 | -1.4 | 11.5 | 1.0 | 5.7 | 11.7 | 7.8 | 18.1
C[C@]1(C(=O)NCCN2CCOCC2)C=C[C@@H](Cc2ccccc2)N1C(=O)c1ccccc1 | 5.0 | 1.7 | -0.3 | -0.1 | -0.8 | 5.3 | 1.4 | -0.1 | 1.0
COc1ccc(N2CCN(C(=O)C(=O)c3c(C)n(C)c4ccccc34)CC2)cc1 | -5.7 | -7.8 | -0.3 | 9.7 | 4.2 | 5.6 | -4.8 | 15.8 | -5.6
O=C(O)c1ccc(NC2=C(n3nnc4ccccc43)C(=O)c3ccccc3C2=O)cc1 | 0.6 | 2.9 | 2.1 | 7.4 | 17.4* | 28.5* | 10.1 | -5.0 | 53.1*
c1ccc(-c2noc(-c3ccco3)n2)nc1 | 3.7 | 0.9 | 1.7 | 2.0 | 2.2 | 0.3 | 4.0 | -3.2 | 3.4
Cc1c(C(=O)N2CCC[C@H]2CO)oc2c(F)cccc12 | -1.0 | 8.1 | 3.0 | 6.7 | 3.9 | 5.4 | 4.6 | -9.0 | 2.1
Cc1[nH]c(=O)c(C#N)c(C)c1Cl | -5.7 | 0.9 | -2.9 | 2.0 | -0.2 | 8.3 | 2.4 | -2.9 | 6.0
NS(=O)(=O)c1ccc(CNC(=O)c2cc(-c3cccnc3)nc3ccc(Br)cc23)cc1 | 1.0 | -30.9 | -15.9 | -10.3 | -9.1 | -9.7 | -4.2 | -2.9 | -19.6
C=CCN1C(=O)CSC1=Nc1ccc(NC(C)=O)cc1 | 5.2 | 1.4 | -0.6 | 0.0 | -2.2 | -1.3 | 1.3 | 2.0 | 0.5
CCOC(=O)N1CCN(C2CCCN(C(=O)c3cccc(N(C)C)c3)C2)CC1 (stereo unspecified) | 0.9 | 3.7 | 1.8 | -0.6 | -2.0 | 2.9 | 1.0 | 3.4 | 5.9
COc1ccc(C2C(C(=O)c3ccc(C)o3)=C(O)C(=O)N2CC2CCCO2)cc1OC (stereo unspecified) | 2.7 | -5.6 | 1.5 | -3.4 | -3.9 | -9.4 | -2.8 | 4.0 | 0.4
Cc1ccc(-n2cc(CNCCCn3cccn3)c(-c3cccc(C)c3)n2)cc1 | 0.3 | -2.1 | -2.0 | -0.7 | -1.4 | 13.9 | 3.8 | -18.4 | 5.2
COc1ccc(N(C)C(=S)Nc2ccc3nc(C)c(C)nc3c2)cc1 | 2.8 | 3.4 | 1.1 | 7.8 | -1.3 | 2.1 | 1.6 | 10.1 | -8.3
CC(=O)Nc1nc(C)nc(-c2ccccc2OC(C)=O)n1 | -1.0 | 0.8 | -1.3 | 5.2 | -1.9 | -9.1 | 3.3 | 3.0 | 6.5
COc1ccccc1C(=O)NNC(=O)c1ccc(NC(=O)CC(C)C)cc1 | 1.1 | 3.3 | 1.8 | 8.2 | -5.0 | 4.0 | -0.6 | -3.8 | 13.9
CCn1c(=NC(=O)CCS(=O)(=O)c2ccccc2)sc2cccc(OC)c21 | -2.7 | 6.2 | -2.2 | 6.3 | -1.7 | 5.6 | -1.4 | -11.4 | -6.1

Source: PubChem BioAssay (The Scripps Research Institute Molecular Screening Center)

Some of the compounds tested; rates above refer to the full screens.
